CSM14.1 death rescue: protection against thapsigargin-triggered cell killing – 384-well, CSM14.1, ATP luminescence, primary screen (AID 1222) | CSM14.1 thapsigargin-induced death rescue, ATP luminescence; higher % means a stronger effect | 190,000 tested, under 10 active | cellular ATP content (survival), % at 20 µM, or EC50 in µM where a hit was titrated;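 active = EC50 below 50 µM in the dose-response confirmation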;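 note: death triggered by thapsigargin at about 15 µM added after 2 h compound pretreatment; cell ATP read after overnight thapsigargin exposure of roughly 18 to 22 hours; normalized against plate controls of thapsigargin alone and 5% DMSO vehicle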
Dynein transport: blocks dynein driven cargo transport along microtubules | 3617.4 mouse cells, GR-EGFP nuclear translocation imaging; test concentration mostly 20 µM; stimulated with dexamethasone, 1 µM; stronger effect = lower value | AID 1381 | z-score, hits read low | 220,000 tested, 0.47% active;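 active = plate z-score of nuclear minus cytoplasmic receptor signal below a set negative limit, without overly bright fluorescence or cell loss, cut at about -3.5 in these data, passing the limit was not always enough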;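 note: z-score of nuclear minus cytoplasmic ring GR-EGFP intensity difference per well; some compounds called inactive have numbers as strong as hits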
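medium = tetracycline-free induction medium containing charcoal-stripped FBS | also added = 1.0 µM final dexamethasone stimulus | schedule = 48 h induction, 1 h compound, 30 min dex at 37 °C | technique = fixed, Hoechst-stained cells imaged at 10x for EGFP | measure = GR-EGFP nuclear translocation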
MT stabilizer: microtubule stabilizers in HeLa cells. % tubulin-high responders, % at 10 µM. AID 2205. HeLa tubulin immunostaining HCS, 24 h; share of cells brighter than vehicle mean+2SD. 200,000 tested, 0.83% active;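 active = plate Z-score above 3 for both tubulin-high and condensed-nucleus cell shares, with cell loss under 80%, at 10 µM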;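 note: anti alpha tubulin signal scored within the nucleus-defined area of each cell; some results filed as inactive read as strong as hits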
b-catenin transl: alters nuclear translocation of beta-catenin in HeLa cells; immunofluorescence imaging; nuclear translocation activity, % at 5 µM; 190,000 tested, 0.3% active; AID 1665;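 active = nuclear translocation activity above 50% at 5 µM, with a well cell count of 50 or more; inconclusive = wells under 50 cells across six images, flagged as toxic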;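 note: per-cell ratio of nuclear to cytoplasmic median beta-catenin stain intensity; plate controls were DMSO negative control for no effect and GSK-3 inhibitor IX positive control for full effect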
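Technique: fluorescence imaging of beta-catenin antibody stain plus DAPI / Material: human HeLa cell line / Incubation: compound treatment 24 h, 37°C, 5% CO2 / Read-out basis: % activation of per-cell nuclear versus cytoplasmic median beta-catenin signal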
P. falciparum M17LAP: P. falciparum M17LAP inhibitors, primary screen, biochemical, fluorogenic H-Leu-NHMec substrate, 1536-well (AID 1619); recombinant M17LAP, H-Leu-NHMec fluorogenic kinetic assay; higher % means a stronger effect; one-dose inhibition, % at 30 µM; IC50 in µM for titrated hits; 220,000 tested, 0.38% active;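 active = compound inhibiting the enzyme by more than half at any dose during confirmatory dose-response retesting; inconclusive = strong single-dose inhibitors picked by rank but not retested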;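 note: plate controls were full reaction with DMSO carrier for no effect and no enzyme background for full effect; strong numbers were not always called active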
M1AAP inhibition: malaria alanyl aminopeptidase activity blockers – biochemical, fluorogenic H-Leu-NHMec substrate, 1536-well (AID 1445); 220,000 tested, 0.42% active; inhibition, % at 30 µM, or IC50 in µM where a hit was titrated; recombinant M1AAP, H-Leu-NHMec fluorogenic kinetic assay; higher % means a stronger effect;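 active = primary inhibition above the hit cutoff, then over 50% inhibition at one or more dose response concentrations, cut at about 23% in these data, passing the limit was not always enough; inconclusive = conflicting primary data, or primary hits not chosen for dose response; inactive = low primary inhibition, or under 50% at every dose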;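 note: plate controls were DMSO full reaction for no effect and no enzyme background for full effect; strong numbers were not always called active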
Insulin prom up: MIN6 insulin promoter up-regulation | MIN6 insulin promoter-GFP reporter, high-content imaging; stronger effect = higher value | z-score at 5 µM | 190,000 tested, 0.3% active | AID 1625;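 active = z-score above 3 at 5 µM with at least 500 cells counted in the well; inconclusive = wells under 500 cells, flagged as cytotoxic or low count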
UTI89 phage lysis: protection from phage-mediated lysis, alamar blue read-out – E. coli UTI89, K1F phage, bacterial capsule biogenesis inhibitors (AID 488966) | E. coli UTI89 K1F phage lysis, alamar blue, 2 h; higher % means a stronger effect | one-dose inhibition, % at 100 µM; IC50 in µM for titrated hits | 340,000 tested, 0.02% active;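 active = phage lysis inhibition, versus mean bacterial control, above a set limit; inconclusive = no clear call, values can overlap the other calls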;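 note: capsule biogenesis inhibitors block K1F phage lysis so surviving cells raise fluorescence; higher fluorescence means more inhibition of phage lysis; actives were called in the ten point dose series up to 300 µM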
Autophagy mod: modulators of autophagy; MEF GFP-LC3 puncta imaging; test concentration mostly 10 µM; calls only at 10 µM (by protocol); 190,000 tested, 0.98% active;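 active = percentage of spot-positive cells more than 3 SD above its plate mean, without a fluorescence outlier flag or 80% toxicity; inconclusive = no clear call, values can overlap the other calls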;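 note: spot-positive cell cutoff set from DMSO-treated cells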
Dynein transport cytoplasmic EGFP: recorded beside Dynein transport, whose call it bears; z-score; measured here: cytoplasmic GR-EGFP intensity; stronger effect = higher value
Dynein transport nuclear GR-EGFP: second read-out of Dynein transport, no call of its own (marks repeat the call); z-score; measured here: nuclear GR-EGFP intensity;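 lower value marks the stronger effect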
Dynein transport cell count: also measured in Dynein transport; calls as there; z-score; measured here: cell count per field
Insulin prom up cell count: also measured in Insulin prom up; calls as there; cell count; measured here: cytotoxicity, nuclei count;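 total cells summed across four imaged fields per well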
b-catenin transl cell count 5 µM: second read-out of b-catenin transl, no call of its own (marks repeat the call); cell count; measured here: cell count, cytotoxicity flag
MT stabilizer Hoechst-high %: also measured in MT stabilizer; calls as there; % Hoechst-high responders; measured here: nuclear condensation Hoechst responders;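 share of cells brighter than vehicle mean plus two SD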
MT stabilizer cytotoxicity %: further read-out of MT stabilizer, marked with its call; toxicity, %; measured here: cytotoxicity by cell density;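 0% = mean cell density of plate MIN control wells and 100% = no cells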
Autophagy mod cell loss 18 h: second read-out of Autophagy mod, no call of its own (marks repeat the call); toxicity, %; measured here: cell loss, nuclei count;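 cell loss after 18 h compound exposure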
An asterisk follows results filed as active; i = inactive; ? = inconclusive; / = not tested or not shown; [ ] = remark or other dose.

SMILES	CSM14.1 death rescue	Dynein transport	Dynein transport cytoplasmic EGFP	Dynein transport nuclear GR-EGFP	Dynein transport cell count	MT stabilizer	MT stabilizer Hoechst-high %	MT stabilizer cytotoxicity %	b-catenin transl	b-catenin transl cell count 5 µM	P. falciparum M17LAP	M1AAP inhibition	Insulin prom up	Insulin prom up cell count	UTI89 phage lysis	Autophagy mod	Autophagy mod cell loss 18 h
CSc1ccc(S(=O)(=O)NC(C)c2ccccc2)cc1 (stereo unspecified)	-1.6%	-0.633	-0.243	-0.22	0.691	1.3	1.4	8.2	0.3	1448	-0.9%	-2.6%	-0.26	1474	/	i	28.0
Cc1oc(-c2cccc(Cl)c2)nc1CN1CCC(C(=O)NCCCN2CCCC2=O)CC1	-0.6%	-0.349	-0.252	-0.189	0.221	4.3	2.4	1.6	/	/	-3.9%	2.9%	-0.32	947	-3.7%	i	8.9
O=S(=O)(c1ccc(Br)cc1)c1nc(-c2ccco2)oc1NCC1CCCO1 (stereo unspecified)	/	1.13	-0.346	0.0877	-0.178	1.1	1.8	15.5	-1.5	1059	-7.6%	3.1%	0.85	1160	0.9%	i	1.4
Oc1c(Br)cc(Br)cc1CNc1ccc(F)cc1	3.9%	0.00882	-0.286	0.0178	-0.761	2.2	1.8	3.0	3.1	1039	3.0%	0.6%	0.29	1156	-0.8%	i	0.8
O=C(c1ccccc1)c1cnc(-c2ccc(Cl)cc2)s1	-2.8%	-0.798	-0.379	-0.163	0.707	2.2	2.3	9.6	/	/	7.7%	8.6%	/	/	0.7%	i	-19.1
C=CCOC(=O)CCCC(=O)NC1CCCCC1	-1.0%	0.169	-0.122	-0.0796	0.743	3.1	1.4	1.5	-0.8	1037	-1.6%	5.7%	-0.26	1775	0.0%	i	-1.5
O=C(N/N=C/c1ccc(Br)s1)c1c[nH]c2ccccc12	-0.2%	-0.777	-0.301	-0.772	1.07	1.3	3.2	2.3	-1.8	564	16.1%	20.7%	0.06	1163	3.3%[50 µM]	i	-3.8
Cc1c(NC(=O)c2ccc(S(=O)(=O)N3CCOCC3)cc2)c(=O)n(-c2ccccc2)n1C	/	0.331	-0.207	0.247	-0.347	/	/	/	1.4	1255	0.8%	-2.2%	-0.35	1086	0.3%	/	/
O=C(CO/N=C/c1ccc(OC(F)F)cc1)NC1CCCCC1	0.4%	-0.311	-0.257	-0.13	0.394	3.3	3.1	4.2	-3.5	1058	-6.3%	20.2%	-0.86	1580	0.1%	i	-3.0
Cc1cc(C)cc(OCc2ccc(C(=O)O)o2)c1	/	1.21	-0.219	0.605	0.144	1.1	1.1	4.8	/	/	9.1%	-2.5%	-0.43	1272	0.1%	i	-9.9
Cc1cccc(OCc2nnc(SCC(=O)Nc3nccs3)o2)c1	/	-0.487	-0.258	-0.249	0.317	/	/	/	-6.7	1417	-3.3%	1.0%	0.11	1374	0.0%	/	/
CC(C)n1c(CCC(=O)O)ccc1-c1ccccc1	-0.4%	-0.69	-0.255	-0.344	0.445	2.4	3.0	9.5	/	/	14.6%	2.8%	-0.74	1001	1.1%	/	/
COc1cccc(CNc2ccc(N3CCC(C)CC3)cc2)c1OC	-0.3%	-0.114	-0.0032	0.24	-0.699	1.2	1.2	4.2	-0.5	1067	2.5%	8.5%	/	/	1.1%	i	8.7
O=C(NC(Cc1ccccc1)C(=O)O)c1ccccc1 (stereo unspecified)	-0.6%	1.71	-0.125	1.82	-1.08	4.1	2.0	7.0	-1.7	1162	42.0%	11.2%	0.53	1062	0.7%	i	-5.5
C=CCC1(NCc2ccco2)CCN(CC)CC1	-2.4%	-0.0805	-0.31	0.0392	0.444	0.8	1.4	8.8	0.4	1063	-4.8%	-1.0%	/	/	-0.2%	i	22.6
O=C(NCc1cccnc1)c1cn(-c2ccccc2)nc1-c1ccccc1	4.3%	0.496	-0.336	0.432	-0.217	2.4	2.9	10.1	-0.6	1156	14.2%	3.0%	-0.15	1348	0.8%	i	-3.7
N#Cc1cc2c(nc1SCc1cccc(Cl)c1)CCCCC2	-1.4%	0.279	-0.202	1.05	-0.449	1.6	2.4	11.3	-0.2	1319	-6.0%	8.2%	-0.06	1555	2.0%	i	-12.3
CC(=O)N1c2ccc(N=Cc3cc(Br)cc(Br)c3O)cc2CC1C (stereo unspecified)	/	-0.226	0.384	0.764	-1.35	/	/	/	43.0	590	5.9%	6.4%	0.21	876	/	/	/
Cc1ccccc1CSCC(=O)NCc1ccco1	-2.7%	-0.547	-0.256	-0.641	0.721	1.5	2.8	8.2	/	/	7.0%	-0.2%	0.09	1217	0.1%	i	7.9
O=C(OCn1nnc2ccccc2c1=O)c1ccc2c(=O)n3c(nc2c1)CCC3	1.1%	0.119	-0.198	-0.168	0.272	0.4	1.8	9.5	-0.9	1135	-0.2%	9.1%	0.02	1288	0.8%	i	-3.1
COC(=O)c1c(NC(=S)NN2CCN(C)CC2)sc2c1CCC(C)C2 (stereo unspecified)	-3.5%	1.93	-0.202	1.27	0.791	2.5	2.3	5.4	-0.1	1429	20.9%	8.8%	-3.4	1092	-1.4%	i	-10.7
CC(C)c1nnc(NC(=O)CCC(=O)NC2CCCc3ccccc32)s1 (stereo unspecified)	2.7%	0.802	0.686	0.878	-1.49	8.2	1.5	7.2	-1.6	1063	-1.1%	0.6%	0.76	1542	1.2%	i	15.9
Cc1nc(C(=O)NC2CCCCC2)sc1C1(C)CC(c2cccc([N+](=O)[O-])c2)=NO1 (stereo unspecified)	/	-1.03	-0.777	-0.327	0.383	/	/	/	-1.0	1310	0.9%	-0.4%	0.07	953	2.1%	/	/
CS(=O)(=O)N(CC(=O)N1CCC(C(N)=O)CC1)c1cc(C(F)(F)F)ccc1Cl	-1.4%	-0.417	-0.11	0.273	-0.227	1.7	1.4	5.4	-1.2	1023	/	/	1.44	1452	-2.3%	i	5.0
COc1ccc(CCNC(=O)CSc2nc3[nH]ncc3c(=O)n2-c2ccc(Br)cc2)cc1OC	0.9%	-0.134	-0.29	-0.209	1.28	2.3	2.9	5.6	0.3	991	17.9%	5.0%	-0.04	1599	0.1%	i	15.3
(more compounds)
SMILES	CSM14.1 death rescue	Dynein transport	Dynein transport cytoplasmic EGFP	Dynein transport nuclear GR-EGFP	Dynein transport cell count	MT stabilizer	MT stabilizer Hoechst-high %	MT stabilizer cytotoxicity %	b-catenin transl	b-catenin transl cell count 5 µM	P. falciparum M17LAP	M1AAP inhibition	Insulin prom up	Insulin prom up cell count	UTI89 phage lysis	Autophagy mod	Autophagy mod cell loss 18 h
O=C(CCSc1ccccc1)OCn1nnc2ccccc2c1=O	-2.2%	-0.0412	-0.156	-0.282	-0.662	3.1	1.6	7.3	1.3	1110	-7.4%	1.3%	0.1	1143	0.1%	i	-0.9
COc1ccc(CCNC(=O)/C=C\c2ccccc2)cc1OC	-2.0%	-0.266	-0.289	-0.463	0.735	2.5	2.3	9.7	1.2	454	-7.5%	-1.6%	-0.41	1176	4.7%	i	-4.4
COc1ccccc1N1CCN(C(=O)/C=C/c2c(Cl)nc3ccccn23)CC1	/	0.893	-0.318	0.709	-0.424	3.4	1.0	4.1	-2.9	1058	4.8%	10.5%	-0.19	1144	0.2%	i	-2.6
Cc1[nH]n(-c2ccccc2)c(=O)c1C1(C(F)(F)F)C(=O)N(c2ccccc2)C2=C1C(=O)CC(C)(C)C2 (stereo unspecified)	-1.2%	0.789	0.311	0.641	-0.29	1.6	1.0	9.1	/	/	7.5%	29.4%	-0.28	893	0.3%	i	-7.8
O=C(CCCOc1ccccc1)N1CCN(C(=O)c2ccco2)CC1	-1.8%	1.05	-0.161	0.577	-1.25	1.8	1.5	0.3	0.1	1122	17.5%	0.2%	0.31	1179	0.0%	i	4.0
Cc1ccc(N2CC(C(=O)N3CCc4ccccc43)CC2=O)cc1 (stereo unspecified)	-2.2%	-0.0902	-0.163	0.174	-0.245	5.5	2.5	4.8	/	/	-3.9%	5.7%	/	/	0.1%	i	2.4
Cc1ccnc2nc(C(=O)OCC(=O)NC(=O)NCc3ccco3)nn12	-4.0%	-0.977	-0.3	-0.121	0.96	2.6	2.9	3.0	-2.0	1119	-4.1%	-0.9%	0.09	1321	1.4%	i	-0.3
COc1cccc(/C=C/C(=O)N2CCN(c3n[nH]c(=O)[nH]c3=O)CC2)c1OC	-0.5%	0.985	-0.067	1.49	-2.47	1.9	1.0	2.3	-1.0	1035	-3.3%	0.7%	-0.17	1303	0.2%	i	8.8
CCc1cccc(CC)c1NC(=O)c1ccccc1	-1.5%	-0.438	-0.204	-0.015	0.407	5.8	1.9	0.3	-0.1	946	-4.7%	-6.7%	0.12	1695	0.0%	i	25.8
O=C(N/N=C/c1cn(-c2ccccc2)nc1-c1ccc(F)cc1)c1ccc(Br)o1	-2.5%	2.21	-0.175	1.82	-1.94	5.8	1.0	7.6	0.7	1399	-0.4%	0.7%	-0.22	1359	-0.6%	i	-8.4
CC(=O)c1c(O)cc2n(c1=O)-c1ccc(Cl)cc1C2(C)C	-0.2%	0.696	-0.301	0.0327	-0.358	4.4	3.7	4.9	-4.6	572	-0.8%	10.4%	-0.08	1152	0.6%[50 µM]	i	-12.3
Oc1c(C=Nc2cccc3nsnc23)ccc2ccccc12	0.5%	-3.6	6.46	-1.33	-3.67	1.2	1.7	3.9	153.7*	317*	-3.8%	17.7%	0.37	805	/	i	-0.4
CCCCCCCOC(=O)C[N+](C)(C)CCOC1CC2CCC1(C)C2(C)C (stereo unspecified)	-2.7%	-4.55*	0.461*	-2.58*	-2.05*	7.9	9.6	20.9	-0.1	993	18.2%	8.4%	?	/	-1.2%	i	-15.8
